Compound activity deposited in PubChem BioAssay by Sanford-Burnham Center for Chemical Genomics.
HKDC1 inh: blocks human hexokinase HKDC1 activity; Q2TB90; inhibition, % at 20 µM; recombinant HKDC1, G6PDH/diaphorase resazurin coupled fluorescence; 0.16% of 340,000 active;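 active = inhibition above about 35% when tested at 20 µM, limit read from the data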;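 also: plate controls were DMSO wells with enzyme for no effect and DMSO wells lacking enzyme for full effect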
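System: Recombinant HKDC1 hexokinase | Amount: HKDC1 at 5 µg/mL | Reagent: Glucose with 1 mM ATP | Doses: Single 20 µM dose | Incubation: Reaction time 90 min, room temperature, protected from light | Signal: Coupled resazurin fluorescence, excitation 525 nm, emission 613 nm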
SENP6 block: inhibitors of human SENP6 protease; Q9GZR1; Recombinant SENP6 catalytic domain, aminoluciferin luminescence; inhibition, % at 10 µM; 1.8% of 330,000 active; AID 2599;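 active = inhibition above about 50% at the single tested dose, limit read from the data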;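 also: plate controls were DMSO wells with enzyme for no effect and DMSO wells lacking enzyme for full effect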
Target sequence (Q9GZR1 628-1112 limits assumed): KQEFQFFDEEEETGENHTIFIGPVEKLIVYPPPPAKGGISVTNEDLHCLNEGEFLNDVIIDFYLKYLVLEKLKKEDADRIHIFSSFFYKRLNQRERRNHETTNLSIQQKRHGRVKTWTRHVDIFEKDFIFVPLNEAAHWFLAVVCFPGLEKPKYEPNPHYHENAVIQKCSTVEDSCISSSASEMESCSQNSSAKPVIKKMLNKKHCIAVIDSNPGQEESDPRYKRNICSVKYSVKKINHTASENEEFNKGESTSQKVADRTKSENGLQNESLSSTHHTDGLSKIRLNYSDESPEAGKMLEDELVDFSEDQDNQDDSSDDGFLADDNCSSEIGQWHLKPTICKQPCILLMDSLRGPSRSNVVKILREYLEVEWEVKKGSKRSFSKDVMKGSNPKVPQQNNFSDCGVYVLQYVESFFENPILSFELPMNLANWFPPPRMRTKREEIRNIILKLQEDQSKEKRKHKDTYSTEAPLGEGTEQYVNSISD
SENP8 block-1: inhibitors of human SENP8 protease. AID 602440. recombinant SENP8, Nedd8 substrate fluorescence. 0.64% of 360,000 active. inhibition, % at 20 µM. Q96LD8; in the data active = inhibition mostly above about 40%, no sharp cut-off; inactive = mostly below about 27%
PfG6PD inh: PfG6PD (Plasmodium falciparum) enzyme inhibition | PfGluPho enzyme, NADPH resazurin-diaphorase fluorescence | inhibition, % at 20 µM | 0.78% of 350,000 active | AID 504690;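 active = inhibition reaching at least a set limit at 20 µM in the primary screen, cut at about 59% in these data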;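 also: 0% = DMSO wells with substrate and 100% = DMSO wells lacking glucose-6-phosphate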
Apaf1 inhib: blocks human Apaf-1 apoptosome activity | reconstituted apoptosome caspase-3 activity, DEVD-Rh110 fluorescence | inhibition, % at 20 µM | 0.71% of 330,000 active | AID 489030; active = inhibition of at least 40% at 20 µM;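 also: plate controls were DMSO wells for no effect and DEVD-CHO caspase inhibitor wells for full effect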
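Material: cell-free apoptosome with Apaf-1, procaspase-3 and caspase-9; Buffer or medium: Hepes pH 7.5 with detergent and BSA; Reagent: cytochrome c trigger plus (Z-DEVD)2-Rh110 caspase-3 substrate; Times: compound with Apaf-1, dATP, procaspase-3 30 min, then 50 min reaction, room temperature; Technique: Rh110 fluorescence intensity.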
SENP7 inh: SENP7 protease inhibition. Q9BQF6. recombinant SENP7, Z-RLRGG-aminoluciferin luminescence, 40 min. inhibition, % at 5 µM. 1.5% of 330,000 active. AID 434973;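 active = inhibition above about 50% at the single test dose, limit read from the data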;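 also: plate controls were DMSO with enzyme for no effect and no enzyme buffer wells for full effect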
Target sequence (Q9BQF6 706-1050 limits assumed): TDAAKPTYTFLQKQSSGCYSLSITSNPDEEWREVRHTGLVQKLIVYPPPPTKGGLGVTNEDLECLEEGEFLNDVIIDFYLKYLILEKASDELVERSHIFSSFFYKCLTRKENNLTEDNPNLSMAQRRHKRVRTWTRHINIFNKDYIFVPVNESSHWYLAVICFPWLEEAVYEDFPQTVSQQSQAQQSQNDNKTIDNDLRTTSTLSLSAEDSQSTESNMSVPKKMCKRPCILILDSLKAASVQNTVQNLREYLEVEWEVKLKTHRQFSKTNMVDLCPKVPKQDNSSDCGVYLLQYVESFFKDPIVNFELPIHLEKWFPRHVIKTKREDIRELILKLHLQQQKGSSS
SENP1 FRET inh: SENP1 (human) catalytic domain inhibition; AID 624204; Q9P0U3; inhibition, % at 10 µM; recombinant SENP1 catalytic domain, CyPet-SUMO1-YPet FRET cleavage; 0.21% of 360,000 active;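 active = inhibition at least 30% at 10 µM, raw YFP signal under a set limit, fluorescence ratio 0.5 to 1.5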;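 also: 0% = enzyme with DMSO and 100% = no enzyme wells; some results filed as inactive read as strong as hits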
Target sequence (Q9P0U3 419-644 limits assumed): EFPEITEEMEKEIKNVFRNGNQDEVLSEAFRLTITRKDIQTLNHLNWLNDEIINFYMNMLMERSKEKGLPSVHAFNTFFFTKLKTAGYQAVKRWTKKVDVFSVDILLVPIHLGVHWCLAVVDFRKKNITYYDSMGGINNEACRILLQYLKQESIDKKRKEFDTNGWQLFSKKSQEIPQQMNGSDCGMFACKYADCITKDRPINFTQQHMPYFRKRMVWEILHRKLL
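Controls: no-enzyme wells low, DMSO-plus-enzyme wells high control. Test system: human recombinant His6-tagged SENP1 catalytic domain enzyme. Reagent: SFCypet-SUMO1-SFYpet FRET protein substrate, 25 nM final. Doses: one dose per compound, 10 µM, 0.5% DMSO. Detection: FRET, CFP and YFP emission. Timing: 50 min reaction at room temperature.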
SENP8 block-2: inhibitors of human SENP8 protease. inhibition, % at 10 µM. 1.2% of 330,000 active. Q96LD8. purified SENP8, Z-RLRGG-aminoluciferin cleavage, luminescence. AID 2540; in the data active = inhibition above about 50%
Active calls of the source: *; x = not tested or not shown.

(1) Cc1nnc(NC(=O)CSc2ccccc2N)s1
(2) C/C(CC(=O)Nc1ccc(N(C)C)cc1)=N\NC(=O)c1cnccn1
(3) CC(=O)N1CCc2c(sc(NC(=O)Cc3ccc(F)cc3)c2C(N)=O)C1
(4) O=C(OCCN1C(=O)c2cccc3c(N4CCOCC4)ccc(c23)C1=O)c1ccc(Cl)cc1Cl
(5) O=C(CC1CCCC1)NCCS(=O)(=O)N1CCN(c2ccccc2F)CC1
(6) O=C(CC(c1ccccc1)c1ccccc1)Nc1ccc2c(c1)OCCO2

Compound	1	2	3	4	5	6
HKDC1 inh	6	-10	-4	-4	-4	-5
SENP6 block	13	5	3	x	-13	-3
SENP8 block-1	8	40	2	-81	10	26
PfG6PD inh	-1	-22	-1	-4	-8	34
Apaf1 inhib	0	-4	-15	x	6	-20
SENP7 inh	-2	-4	2	x	2	-3
SENP1 FRET inh	1	1	-16	-26	1	0
SENP8 block-2	15	-2	-4	x	10	-6

(7) COc1ccccc1NC(=O)CSc1ccc2nnc(-c3ccncc3)n2n1
(8) O=[N+]([O-])c1cccc(-c2c[n+]3c(n2-c2ccccc2)SCC3)c1
(9) O=S(=O)(Nc1ccc(-c2nc3ccccc3o2)cc1)c1ccccc1
(10) COc1ccc(CCNC(=O)c2sc3cc(C)ccc3c2Cl)cc1
(11) C=CCn1c(SCCNC(C)=O)nc2cc(-c3ccccc3)sc2c1=O
(12) O=C(COc1cccc([N+](=O)[O-])c1)NN1C(=O)c2ccccc2C1=O

Compound	7	8	9	10	11	12
HKDC1 inh	-7	-6	10	-4	0	-2
SENP6 block	0	1	25	-4	-54	-8
SENP8 block-1	-1	-46	-280	21	-8	16
PfG6PD inh	-3	9	-41	-17	32	-7
Apaf1 inhib	5	-17	11	11	14	-6
SENP7 inh	-1	-1	-4	5	-11	-10
SENP1 FRET inh	0	-1	-2	-2	0	0
SENP8 block-2	-3	3	-9	-2	-13	0

(13) O=C(CC1SCCNC1=O)Nc1cc(Cl)cc(Cl)c1 (stereo not drawn)
(14) COc1ccc(-c2cc(C(=O)Nc3c(Cl)cc(Cl)cc3Cl)c3ccccc3n2)cc1OC
(15) O=C1CC2(CCCC2)Oc2ccc(Cl)cc21
(16) Cc1ccc(SC(=O)COc2ccc(C)c(C)c2)cc1
(17) O=S(=O)(Nc1nc2ccccc2nc1Cl)c1cccc(C(F)(F)F)c1
(18) COc1ccc(SCCN2CC[C@@H](C(C)(C)C)CCC2=O)cc1

Compound	13	14	15	16	17	18
HKDC1 inh	0	1	-7	2	-2	-1
SENP6 block	-9	-3	-6	-25	0	-6
SENP8 block-1	3	-294	-127	35	-223	17
PfG6PD inh	-5	8	-9	-15	-15	-6
Apaf1 inhib	-5	-4	4	3	7	21
SENP7 inh	-9	7	-3	-12	6	-8
SENP1 FRET inh	-1	-24	2	4	-15	1
SENP8 block-2	5	3	1	-7	-1	-13

Given tab-delimited: 5 of the compounds above.
no.	SMILES	HKDC1 inh	SENP6 block	SENP8 block-1	PfG6PD inh	Apaf1 inhib	SENP7 inh	SENP1 FRET inh	SENP8 block-2
13	O=C(CC1SCCNC1=O)Nc1cc(Cl)cc(Cl)c1 (stereo not drawn)	0	-9	3	-5	-5	-9	-1	5
14	COc1ccc(-c2cc(C(=O)Nc3c(Cl)cc(Cl)cc3Cl)c3ccccc3n2)cc1OC	1	-3	-294	8	-4	7	-24	3
15	O=C1CC2(CCCC2)Oc2ccc(Cl)cc21	-7	-6	-127	-9	4	-3	2	1
16	Cc1ccc(SC(=O)COc2ccc(C)c(C)c2)cc1	2	-25	35	-15	3	-12	4	-7
17	O=S(=O)(Nc1nc2ccccc2nc1Cl)c1cccc(C(F)(F)F)c1	-2	0	-223	-15	7	6	-15	-1

The results go on:
(19) COc1ccc(C(=O)N/C(=C\c2cn(C)c3ccccc23)C(=O)NCCN2CCOCC2)cc1OC
(20) O=C(NCCN1CCOCC1)c1ccc(Cl)c(S(=O)(=O)N2CCCCC2)c1
(21) Cc1ccc2c(c1)-n1c(nc3cc(C)ccc3c1=O)C(Cc1ccccc1)NC2=O (stereo not drawn)
(22) O=C(COC(=O)CNC(=O)c1ccco1)NCCN1C(=O)CSC1=O
(23) CCc1noc(C)c1C(=O)Nc1nc(-c2ccc(NC(C)=O)cc2)cs1
(24) CC(C)Nc1nc(NC(C)(C)C)nc(Oc2ccc(=O)n(-c3ccccc3)n2)n1

Compound	19	20	21	22	23	24
HKDC1 inh	-5	-8	x	-3	3	-6
SENP6 block	-8	-6	0	-23	14	-23
SENP8 block-1	-20	3	x	7	-18	22
PfG6PD inh	18	-12	x	-7	0	0
Apaf1 inhib	1	8	17	-1	-2	-4
SENP7 inh	0	4	7	-9	-9	0
SENP1 FRET inh	-44	2	x	4	-7	-1
SENP8 block-2	1	-10	-6	-10	8	5

(25) CC1(C)Cc2c(sc(NC(=O)c3ccc(S(=O)(=O)N4CCCCCC4)cc3)c2C(N)=O)C(C)(C)N1
(26) O=C(c1ccccn1)N(Cc1cc2ccccc2[nH]c1=O)C1CCCCC1
(27) CCCN(C(=O)c1ccc(-n2cncn2)c([N+](=O)[O-])c1)C1CCS(=O)(=O)C1 (stereo not drawn)
(28) CCN(CCO)c1nc(SC)nc2c1sc1nc(-c3ccco3)c3c(c12)CCC3
(29) CCN1C(=O)[C@@H]2[C@@H](c3ccc(-c4ccc(C(C)=O)cc4)c(OC)c3)N3CCC[C@@]3(C(=O)OC)[C@@H]2C1=O
(30) CCOC(=O)N1CCC(N2CCCC(C(=O)c3cccc(OC)c3)C2)CC1 (stereo not drawn)

Compound	25	26	27	28	29	30
HKDC1 inh	-5	4	-1	-10	-1	10
SENP6 block	-17	-6	7	6	-5	3
SENP8 block-1	-33	-20	9	10	-99	23
PfG6PD inh	5	-20	-10	-12	0	-13
Apaf1 inhib	24	10	-3	37	12	3
SENP7 inh	-14	1	0	-1	-10	8
SENP1 FRET inh	6	1	1	2	0	0
SENP8 block-2	-4	10	6	-2	-4	-6

(31) CSCCC(NC(=O)c1ccccc1)C(=O)NC1CCCC1 (stereo not drawn)
(32) COc1cc(C(=O)Nc2nnc(SCC(=O)NCC3CCCO3)s2)cc(OC)c1OC (stereo not drawn)
(33) Cc1cccc(-n2c(O)c(C=NCCCN3CCOCC3)c3ccccc3c2=O)c1
(34) COc1ccc(NC(=O)CS(=O)CC(=O)N2CCN(C3CCCC3)CC2)cc1 (stereo not drawn)
(35) CC1CC(C)CN(S(=O)(=O)c2cc3c4c(c2)C(C)C(=O)N4CCC3)C1 (stereo not drawn)
(36) CN(C)CCCC1Sc2ccccc2Sc2ccccc21 (stereo not drawn)

Compound	31	32	33	34	35	36
HKDC1 inh	-12	-3	-1	0	-1	-2
SENP6 block	7	-8	9	-12	7	-13
SENP8 block-1	11	-45	6	10	2	0
PfG6PD inh	-5	12	11	-8	-3	30
Apaf1 inhib	0	3	8	7	10	5
SENP7 inh	3	-10	3	-7	-2	0
SENP1 FRET inh	3	0	-3	1	-6	-4
SENP8 block-2	-3	-1	9	-2	17	3

(37) COc1ccccc1/C=N\Nc1cn[nH]c(=O)c1Cl
(38) Cc1cccc(OCCCC(=O)NCC(=O)Nc2cccc(C)c2C)c1
(39) Cc1ccc(NC(=O)c2ncn(CCCN3CCN(Cc4cccc5ccccc45)CC3)n2)cc1C
(40) Cn1cccc1C(=O)NNC(=O)COc1ccccc1Cl
(41) O=C(COC(=O)C1=Cc2ccccc2OC1)NCc1ccccc1
(42) CC(=O)c1cccc(NC(=O)N2CC(C)OC(C)C2)c1 (stereo not drawn)

Compound	37	38	39	40	41	42
HKDC1 inh	0	-4	2	-4	-1	0
SENP6 block	2	-7	x	-12	-3	-3
SENP8 block-1	-262	-3	9	8	-71	3
PfG6PD inh	4	1	-18	-1	0	-7
Apaf1 inhib	-1	-1	x	2	6	0
SENP7 inh	2	-2	x	-8	9	3
SENP1 FRET inh	2	2	1	1	1	2
SENP8 block-2	2	1	x	-19	-10	-3

(43) O=C(O)c1ccccc1CSc1ncccc1C(=O)O
(44) Cc1cccc(-c2noc(-c3ccc4c(c3)OCO4)n2)c1
(45) CCOc1ccc(-n2c(=O)c3c4c(sc3n(CC(=O)NCCCOC)c2=O)CCCCC4)cc1
(46) Cc1ccc(-c2csc3ncn(-n4c(C)ccc4C)c(=O)c23)o1
(47) CCc1cc(Br)ccc1NC(=O)C1CCCO1 (stereo not drawn)
(48) Cc1ccc(C)c(NC(=O)COC(=O)CCNC(=O)c2ccco2)c1

Compound	43	44	45	46	47	48
HKDC1 inh	3	-2	-1	5	12	2
SENP6 block	-4	82*	-5	1	-9	4
SENP8 block-1	10	-10	16	-10	10	8
PfG6PD inh	-10	19	4	31	-7	6
Apaf1 inhib	0	5	-9	20	-7	-4
SENP7 inh	-1	101*	1	5	-1	-1
SENP1 FRET inh	0	0	-1	-6	1	-2
SENP8 block-2	-2	70*	9	1	-3	-7

(49) CCn1c(C(=O)NCCCc2ccccc2)cc2sccc21
(50) C/C(=N/OC(=O)C1CC12CCC2)c1ccc(Br)cc1 (stereo not drawn)
(51) O=C(CSCc1c(Cl)cccc1Cl)NCc1ccccn1
(52) CC(C)CC(=O)Nc1nnc(SCC(=O)NCc2ccc3c(c2)OCO3)s1
(53) C[C@H](NC(=O)CCCn1nnc2ccccc2c1=O)C(=O)O
(54) O=C(CN1CCN(c2ncc(C(F)(F)F)cc2Cl)CC1)N1CCN(c2ncc(C(F)(F)F)cc2Cl)CC1

Compound	49	50	51	52	53	54
HKDC1 inh	6	9	-1	7	-4	1
SENP6 block	9	-12	6	-6	-23	-8
SENP8 block-1	21	-1	20	1	2	9
PfG6PD inh	36	1	4	-2	-1	19
Apaf1 inhib	12	1	-19	-4	-9	27
SENP7 inh	3	4	2	1	-3	-12
SENP1 FRET inh	-4	0	0	2	1	-3
SENP8 block-2	3	4	4	-1	-6	-7

Down the list, from the results shown.
SENP8 block-2, nos. 49 to 54: 3, 4, 4, -1, -6, -7

(further entries)
(55) CCCCn1c(N)c(N(CC)C(=O)CCc2ccccc2)c(=O)[nH]c1=O
(56) CC(C)Cc1ccc(/C(=N/O)C(=O)O)s1
(57) O=C(CN1CCN(S(=O)(=O)c2ccc(F)c(Cl)c2)CC1)N1CCOCC1
(58) Cc1cc(C)n(/N=C/c2cc(Cl)cc(Cl)c2O)c(=O)c1
(59) CC1=CCC2C(=O)N(c3cccc(C(=O)N(C)C4CCCCC4)c3)C(=O)C2C1 (stereo not drawn)
(60) COc1ccc(NS(=O)(=O)c2ccc(N/N=C(\C)c3ccncc3)c([N+](=O)[O-])c2)cc1
(61) COc1ccc(S(=O)(=O)N(CC(=O)NC2CC2)Cc2ccccc2)cc1

Compound	55	56	57	58	59	60	61
HKDC1 inh	-1	-6	-6	-1	12	-1	3
SENP6 block	-11	-13	-10	-2	8	10	-22
SENP8 block-1	31	16	7	-124	10	38	8
PfG6PD inh	2	-14	-5	1	10	-12	-7
Apaf1 inhib	-6	0	11	6	-4	17	6
SENP7 inh	15	-3	-5	1	-6	6	4
SENP1 FRET inh	0	-1	1	-24	-2	-4	4
SENP8 block-2	3	-8	-13	3	6	-1	0
